KLK7 zymogen act: activators of human kallikrein-7 zymogen; AID 652039; P49862; purified proKLK7, EDANS-DABCYL substrate fluorescence; 100% is mature enzyme control, 0% vehicle; activation, % at 7 µM; 0.9% of 370,000 active;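 active = activation above the mean of all tested compounds plus 3 SD, computed per campaign excluding outliers beyond control limits, cut at about 13% in these data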
SIAE primary: human SIAE inhibition, primary screen; Q9HAT2; inhibition, % at 9.66 µM; SIAE FP-Rh probe binding, fluorescence polarization; 0.69% of 370,000 active;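 active = inhibition above a cutoff: mean of compounds within the control limits plus 3 SD of those, cut at about 17% in these data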;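 note: 0% = plate median of compound wells and 100% = probe without SIAE protein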
DDE Tn7 FP inh: inhibitors of Tn7 peptide binding to human fibrin DD(E) | AID 720508 | 0.13% of 370,000 active | FP displacement of FITC-Tn7 peptide from fibrin DD(E); 0% = median of compound wells per plate | inhibition, % at 8.3 µM;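 active = inhibition above the mean of compounds falling within the control limits plus 3 SD of them, cut at about 14% in these data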;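 note: 0% = plate median of compound wells and 100% = 10 µM Aha-Tn7 peptide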
Target sequence (P02675 whole entry, looked up): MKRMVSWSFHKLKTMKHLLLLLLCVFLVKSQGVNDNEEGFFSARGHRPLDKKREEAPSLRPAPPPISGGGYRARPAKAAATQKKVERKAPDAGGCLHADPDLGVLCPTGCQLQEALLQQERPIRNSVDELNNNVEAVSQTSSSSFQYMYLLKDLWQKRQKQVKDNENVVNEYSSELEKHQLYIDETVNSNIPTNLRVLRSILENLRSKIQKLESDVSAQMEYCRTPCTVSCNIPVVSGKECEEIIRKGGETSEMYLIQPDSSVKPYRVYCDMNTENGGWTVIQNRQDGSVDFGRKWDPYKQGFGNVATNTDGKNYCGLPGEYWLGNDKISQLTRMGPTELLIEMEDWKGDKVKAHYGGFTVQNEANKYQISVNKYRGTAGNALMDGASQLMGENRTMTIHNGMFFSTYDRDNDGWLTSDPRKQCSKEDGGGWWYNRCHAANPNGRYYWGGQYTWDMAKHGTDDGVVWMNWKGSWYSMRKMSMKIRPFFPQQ
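assay system = human clot-derived fibrin DD(E) complex | quantity = Fibrin-DD(E) at 2 µM final | timing = 10 min preincubation, 3 h with tracer, room temperature | signal = fluorescence polarization | measure = percent inhibition | benchmarks = high control wells with 10 µM unlabelled Aha-Tn7 peptide (full inhibition) | replicates = singlicate testing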
TCR-CD3 inh: blocks the human TCR-CD3 interaction. 0.37% of 360,000 active. inhibition, % at 9.4 µM. TAMRA-labeled TCR probe fluorescence, biochemical; in the data active = inhibition above about 19%;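 note: recombinant mutant TCR 2C K166C tagged with TAMRA read by polarization; 0% = receptor in buffer alone and 100% = receptor with positive control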
LEDGF integ inh: blocks HIV-1 LEDGF/p75-dependent DNA integration; TR-FRET IN-LEDGF/p75 DNA integration, Eu/Cy5; inhibition, % at 3.7 µM; 0.64% of 370,000 active; AID 743269;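 active = inhibition above the screen-wide mean plus 3 SD, cut at about 13% in these data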;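 note: signal is the Cy5 over europium emission ratio at 671 and 618 nm; 0% = plate median of compound wells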
UHRF1 MBD2 ctr: UHRF1 methyl-DNA binding inhibition; Q96T88; UHRF1 binding to methylated oligo, TR-FRET; inhibition, % at 4.4 µM; 0.75% of 370,000 active; AID 687016; in the data active = inhibition above about 21%;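 note: UHRF1 SRA domain binding a hemimethylated CpG hairpin DNA probe; 0% = median of test compound wells and 100% = reference inhibitor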
MBD2 DNA inh: MBD2-methylated oligo binding inhibition; TR-FRET, MBD2 binding to methylated oligonucleotide; Q9UBB5; inhibition, % at 4.4 µM; 0.31% of 370,000 active; in the data active = inhibition above about 13%
Tn6 DDE FP: inhibitors of Tn6 peptide binding to human fibrin DD(E). P02675. Fibrin DD(E) TRITC-Tn6 fluorescence polarization displacement. inhibition, % at 8.3 µM. 0.21% of 370,000 active;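 active = inhibition above a per-campaign cutoff: mean of compounds within control limits plus 3 SD, cut at about 15% in these data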;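 note: 0% = median of all compound wells on the plate and 100% = blocking peptide control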
PRMT1 FP inh: PRMT1 (human) inhibition, primary screen; inhibition, % at 2.79 µM; 1.3% of 370,000 active; AID 652257; recombinant PRMT1, activity-based probe fluorescence polarization;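 active = inhibition above about 21% made by adding two undisclosed values, limit read from the data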
TDP2 inh: TDP2 (human) inhibition, absorbance primary screen; O95551; recombinant TDP2, T5PNP hydrolysis, p-nitrophenol absorbance 415 nm; inhibition, % at 12.8 µM; 0.34% of 370,000 active; AID 720702;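 active = inhibition above the mean of all tested compounds plus 3 SD, set per campaign, cut at about 25% in these data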;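 note: 0% = DMSO with enzyme and 100% = buffer with substrate but no TDP2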
Target sequence (O95551 whole entry, looked up): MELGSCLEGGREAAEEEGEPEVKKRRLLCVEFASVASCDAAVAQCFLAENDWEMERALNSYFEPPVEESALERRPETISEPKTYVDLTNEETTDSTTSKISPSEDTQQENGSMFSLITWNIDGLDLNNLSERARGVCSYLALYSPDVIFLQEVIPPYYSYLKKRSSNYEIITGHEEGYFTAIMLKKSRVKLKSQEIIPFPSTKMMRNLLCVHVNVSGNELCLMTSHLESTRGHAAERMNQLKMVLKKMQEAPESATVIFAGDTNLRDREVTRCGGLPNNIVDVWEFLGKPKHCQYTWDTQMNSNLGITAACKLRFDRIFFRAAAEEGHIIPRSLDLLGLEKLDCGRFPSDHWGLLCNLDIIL
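System – recombinant human TDP2 · Quantity – TDP2 enzyme at 120 nM final · Doses – single concentration, 12.8 µM nominal, with 1% DMSO · Incubation – 2 h at 37 °C · Measured by – epi absorbance of p-nitrophenol freed from T5PNP by hydrolysis · Read-out – % inhibition relative to enzyme-containing and enzyme-free wells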
An asterisk follows results filed as active; / = not tested or not shown.

SMILES,KLK7 zymogen act,SIAE primary,DDE Tn7 FP inh,TCR-CD3 inh,LEDGF integ inh,UHRF1 MBD2 ctr,MBD2 DNA inh,Tn6 DDE FP,PRMT1 FP inh,TDP2 inh
COc1cccc(CN2CCC2(C)C(=O)Nc2ccc3c(c2)OCO3)c1F (stereo not drawn),0.6,-10,-8,2,5,8,3,3,-5,-10
COc1ccc(C)cc1NC(=S)N1CC(C)OC(C)C1 (stereo not drawn),-0.1,0,0,1,0,-1,-4,-7,-9,-19
CCOC(=O)C1(CCOc2ccccc2)CCN(Cc2ccc(C(=O)OC)cc2)CC1,-0.5,-1,0,5,-3,-1,1,-1,-3,3
CCn1ncc(C2=NOC(C(=O)Nc3cccc(O)c3)C2)c1C (stereo not drawn),-0.1,0,-2,-2,1,5,-7,7,1,7
COC(=O)CCCCCC(CCC(=O)OC)NC(C)=O (stereo not drawn),-0.3,-14,5,3,0,0,4,5,1,0
CN(C)C(=O)COc1ccc(S(=O)(=O)c2ccc(OCC(=O)N(C)C)cc2)cc1,-0.3,1,-3,1,0,7,-5,9,-3,17
O=C1CCC(C(=O)OC(C(=O)Nc2ccc([N+](=O)[O-])cc2Br)c2ccccc2)=NN1 (stereo not drawn),-0.6,4,-5,-8,-2,-3,1,-5,0,2
Cc1cc(Cl)ccc1OCC(=O)NNC(=O)c1cnccn1,0.7,-7,8,2,-2,1,-3,8,0,-12
CC1(C)OC(=O)C(=CNc2ncccn2)C(=O)O1,0.1,1,-7,-5,-1,3,0,1,0,3
CCOC(=O)N1CCN(C(=O)Cc2cccs2)CC1,0.1,-2,4,1,-1,-1,5,-6,2,1
Cc1ccc2c(c1)[C@H]1[C@H](CO2)[C@H](c2ccccc2)[C@]2(C)C(=O)Nc3ccccc3C(=O)N12,-0.6,-17,-5,4,-1,-3,0,-5,-3,1
CCN(CC)CCOc1ccc(-c2c(C)c3c(ccc4ccccc43)oc2=O)cc1,0.2,3,8,-6,4,2,3,0,-3,-3
CN1CCN(NC(=O)c2cn(-c3ccccc3)nc2-c2cccs2)CC1,0.7,5,6,2,-1,0,-4,15,-4,0
COc1ccc(C2C=C(C)Nc3nc4ccccc4n32)cc1 (stereo not drawn),-48,2,3,-1,-1,-3,-2,1,-3,1
Cc1ccccc1N(C)S(=O)(=O)c1nnc(NC(=O)c2ccccc2F)s1,-0.1,8,0,-1,0,-3,1,-5,-3,6
CCCCCCSc1nc2c(c(=O)[nH]c(=O)n2C)n1C,0.0,3,6,-11,0,0,5,-1,2,6
O=C(O)C1Cc2ccccc2CN1C(=O)c1ccccc1Cl (stereo not drawn),0.6,0,-2,1,-1,0,-1,-1,1,9
Clc1cccc(Nc2nc(-c3ccncc3)nc3ccccc23)c1,1.1,-12,9,-7,-4,2,5,-3,3,5
CC(Sc1nc2ccccc2c(=O)n1CCCN1CCOCC1)C(=O)N1CCc2ccccc21 (stereo not drawn),-0.1,-4,2,-1,-6,3,6,-2,6,5
COc1ccccc1CNCc1cccs1,0.4,1,-7,-2,-4,2,5,-1,0,4
CC(C)CN(CC(C)C)C(=O)Nc1ccc(F)cc1F,0.5,3,-1,7,1,-3,-3,4,-5,17
CCCc1c(C(=O)NNc2ccccc2OC)cnn1-c1ccccc1,0.6,18*,2,-6,-1,-2,-3,3,-3,13
Cc1c(Cl)cccc1NC(=O)C1C2C=CC(C2)C1C(=O)O (stereo not drawn),-0.4,-1,4,1,-6,0,2,5,4,-8
CC1(C)C(c2ccccc2)=NC(c2ccccc2)N1O (stereo not drawn),-0.2,0,-3,9,-1,-1,-4,1,-1,-3
Cc1ccc(CCN=c2c([N+](=O)[O-])nn(-c3ccccc3)n2O)cc1,0.1,3,0,-2,-6,-1,-2,-5,8,-22
COc1ccc(NC(=O)CCN2C(=O)c3ccccc3S2(=O)=O)c(OC)c1,0.5,-3,4,-8,4,5,6,-6,3,-1
Cc1ccc(S(=O)(=O)N2CCOCC2)cc1NC(=O)CNc1ccccc1N1CCCC1=O,0.5,-3,-5,-1,8,-1,0,-4,-3,-3
c1ccc(CCCNc2ncnc3nc[nH]c23)cc1,-0.3,-4,-5,-2,0,1,10,-6,3,8
O=C(CNS(=O)(=O)c1ccc(F)cc1)Nc1ccc(C(F)(F)F)cc1,0.1,1,-4,-67,4,2,1,-7,-2,-5
Cc1ccc(NC(=O)CS(=O)CC(=O)N(CC(=O)NC2CCCC2)c2ccc3c(c2)OCCO3)cc1 (stereo not drawn),0.0,-2,4,-4,-1,3,2,3,4,6
Cc1cccc(C(=O)Nc2ccc(C(=O)N3CCCCC3C)cc2)c1 (stereo not drawn),0.2,2,-4,-5,4,1,-1,-10,0,12
CCOC(=O)C1CCN(C(=O)CNC(=O)c2nn(-c3ccc(OC)c(Cl)c3)c(=O)c3ccccc23)CC1,-0.2,-13,3,1,-1,0,0,1,2,-12
CCn1c(C(=O)N2CCCC(C(=O)NCCc3ccc(C)cc3)C2)cc2sccc21 (stereo not drawn),-0.9,1,-1,2,-3,-1,-1,7,1,-9
O=C(Cc1ccccc1)N1CCN(C(=O)c2cccs2)CC1,0.2,-4,3,-5,4,2,4,-2,6,-1
CCOC(=O)C1(Cc2ccc(Cl)cc2)CCN(Cc2cn(CC)nc2C)CC1,-0.1,1,9,-2,-3,-2,2,10,1,7
CCOC(=O)CNC(=O)CSc1nnc(-c2ccc(C(C)(C)C)cc2)n1-c1ccc(Cl)cc1,0.0,-1,-9,/,3,2,-2,8,-2,-2
Cc1cc(NCc2ccncc2)ccc1Br,-0.6,-2,-2,3,1,2,-6,3,0,4
O=C(N/N=C/c1ccc(F)cc1)c1ccc(OCc2ccccc2)cc1,0.7,0,-9,-5,1,2,1,3,-2,-14
CC1CCCN(C(=O)CCCn2c(=S)[nH]c3ccccc3c2=O)C1 (stereo not drawn),0.4,-1,-7,-1,7,2,-1,8,1,-10
CCCN(CCC)Cc1cc(=O)oc2cc3c(cc12)CCC3,0.1,-1,2,-3,-1,31*,-6,2,5,0
COc1ccnc(Oc2ccccc2)c1-c1ncn[nH]1,0.1,-5,-1,4,-3,2,8,-8,8,-6
Cc1cccc2cc(COC(=O)c3ccccc3)c(=O)[nH]c12,-0.4,-5,1,6,-3,-3,4,4,1,-2
CC(C)Sc1nnc(SCC(=O)NCCCN2CCCC2=O)s1,0.3,5,-6,-1,2,0,-2,-1,-7,-1
CN(CC(=O)Nc1nc2ccccc2s1)S(=O)(=O)c1ccc(Br)cc1,-0.1,4,-4,6,1,12,1,-5,-1,5
Cc1ccc(CN(C)C(=O)c2ccccc2Sc2ccccc2C#N)cc1,0.1,-3,4,-3,-1,0,-2,-1,7,-6
Cc1cccc2c(CC(=O)O)noc12,0.0,5,-1,-5,2,13,11,-3,1,-1
CC1(C)C2CCC(CN=C(N)CSS(=O)(=O)O)C1C2 (stereo not drawn),-0.4,1,9,-8,-4,-1,7,-7,88*,-3
COc1ccc(-c2nc(N)nc(N)n2)c(O)c1,0.0,-9,3,5,-1,-4,-1,0,-2,0
CCCn1c2ccccc2c2cnn(CC(=O)NC3CCCCC3C)c(=O)c21 (stereo not drawn),-0.4,-1,6,3,-2,4,-2,6,2,-12
C=CCn1c(COc2ccccc2)nnc1SCC(=O)NCC(=O)OCC,-0.2,-2,3,-2,0,2,0,2,-1,4
C=C(C)CNC(=S)N/N=C(\C)c1cccc(NC(C)=O)c1,0.3,8,1,-8,-2,-6,3,3,0,-8
COC(=O)C1=C(C(=O)OC)[C@@H]2N(C)c3ccc(OC)cc3[C@@]23C[C@@H](C(=O)OC)N(C(=O)c2ccc(Br)cc2)C3=N1,0.3,3,-2,-14,-1,-3,1,0,-2,15
CC(C)(C)C1CCC(=O)N(CCSc2ccccc2)CC1 (stereo not drawn),0.1,2,-8,-7,7,5,-3,-5,1,-14
COCCN(CCOC)c1nc(S(=O)(=O)c2ccc(C)cc2)c(Cl)s1,0.0,-8,3,3,2,1,3,-4,-1,-4
CN(Cc1ccccc1)C(=O)CNC(=O)Cn1cnc2ccccc2c1=O,-0.1,-1,-3,-1,-1,1,4,-3,0,-1
Cc1ccc(Nc2ccc(C(=O)NC3CCCCC3)cn2)cc1,0.1,6,3,12,4,1,2,5,0,4
CC(=O)c1c(C)[nH]c(C(=O)Nc2nc(-c3ccc(Cl)cc3)cs2)c1C,-0.1,2,-1,-3,0,2,0,-1,0,2

Reprinted from the listing, 2 compounds:
SMILES,KLK7 zymogen act,SIAE primary,DDE Tn7 FP inh,TCR-CD3 inh,LEDGF integ inh,UHRF1 MBD2 ctr,MBD2 DNA inh,Tn6 DDE FP,PRMT1 FP inh,TDP2 inh
CN1CCN(NC(=O)c2cn(-c3ccccc3)nc2-c2cccs2)CC1,0.7,5,6,2,-1,0,-4,15,-4,0
COc1ccc(C2C=C(C)Nc3nc4ccccc4n32)cc1 (stereo not drawn),-48,2,3,-1,-1,-3,-2,1,-3,1

High-throughput results deposited in PubChem by The Scripps Research Institute Molecular Screening Center.
